Source: PubChem
OXTR ag: human OXTR agonism | CHO-OTR cells, Fluo-8 calcium fluorescence; normalized: DMSO 0%, oxytocin 100% | activation, % at 3 µM | actives 0.32% (n = 320,000) | AID 2435;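 active means activation above the mean of all tested compounds plus 3 SD, cutoff set per screening run, cut at about 20% in these data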;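 further: peak over basal fluorescence ratio from a 100 s FLIPR kinetic read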
Target sequence (P30559 whole entry, looked up): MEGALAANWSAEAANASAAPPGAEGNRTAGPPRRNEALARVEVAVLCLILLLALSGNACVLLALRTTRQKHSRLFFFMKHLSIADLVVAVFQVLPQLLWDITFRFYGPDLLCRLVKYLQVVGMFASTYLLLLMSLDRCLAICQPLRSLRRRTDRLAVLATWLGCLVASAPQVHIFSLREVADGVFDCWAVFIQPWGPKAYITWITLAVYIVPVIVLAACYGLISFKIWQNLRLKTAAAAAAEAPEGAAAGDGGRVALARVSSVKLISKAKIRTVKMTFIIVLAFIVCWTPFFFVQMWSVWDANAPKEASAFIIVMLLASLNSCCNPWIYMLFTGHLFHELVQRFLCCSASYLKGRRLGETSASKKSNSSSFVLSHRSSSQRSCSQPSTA
GalR3 antagonist: blocks the human galanin receptor 3 | inhibition, % at 3 µM | HEK293 GalR3-CNG cAMP membrane potential fluorescence; galR3 body fused to GalR1 C-terminus | AID 651719 | actives 0.44% (n = 360,000);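 active means inhibition above the screen-wide average plus 3 SD, cut at about 13% in these data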;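 further: forskolin and galanin both at EC90 stimulate the cells; cAMP rise reported by CNG channel membrane potential dye signal; 0% = forskolin plus galanin with DMSO and 100% = forskolin alone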
V1aR counter: activates human V1a receptor in oxytocin agonist counter-screen; activation, % at 3 µM; CHO-V1R cells, Fluo-8 calcium fluorescence, agonist mode; 0% DMSO, 100% 3 nM vasopressin; actives 0.25% (n = 320,000); P37288;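 active means activation above the mean activation of all tested compounds plus 3 SD, per screening run, cut at about 20% in these data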;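 further: signal is peak over basal fluorescence ratio across a 100 second FLIPR read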
PHOSPHO1 inh: PHOSPHO1 (human) inhibition; recombinant PHOSPHO1, absorbance phosphatase assay; actives 1.1% (n = 290,000); inhibition, % at 13.3 µM; AID 1565; Q8TCT1; in the data active means inhibition above about 60%
Target sequence (Q8TCT1 whole entry, looked up): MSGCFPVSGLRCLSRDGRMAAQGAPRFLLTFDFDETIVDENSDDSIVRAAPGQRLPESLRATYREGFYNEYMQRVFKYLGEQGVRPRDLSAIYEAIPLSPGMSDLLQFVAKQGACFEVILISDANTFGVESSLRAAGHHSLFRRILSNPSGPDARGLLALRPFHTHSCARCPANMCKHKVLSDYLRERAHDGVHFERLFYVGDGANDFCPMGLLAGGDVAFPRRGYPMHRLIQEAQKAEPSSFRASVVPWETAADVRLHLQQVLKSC
IMP-1 inhibitor: blocks Pseudomonas aeruginosa IMP-1 metallo-beta-lactamase; purified IMP-1, nitrocefin hydrolysis, epi-absorbance fluorescence; inhibition, % at 5.6 µM; actives 0.45% (n = 290,000);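 active means inhibition above the mean plus 3 SD of all compounds in the same screening run, cut at about 4.5% in these data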;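 further: 0% = IMP-1 with DMSO and 100% = DMSO wells lacking enzyme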
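System: purified recombinant IMP-1 beta-lactamase. Medium: Zinc- and detergent-supplemented HEPES buffer, pH 7.1. Compound: one 5.6 µM dose […]. Schedule: 15 min preincubation plus 25 min reaction at 25 °C. Technique: Epi-absorbance fluorescence, 480 nm excitation, 530 nm emission.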
VIM-2 inhibitor: inhibitors of Pseudomonas aeruginosa VIM-2 metallo-beta-lactamase | purified VIM-2, nitrocefin hydrolysis, epi-absorbance fluorescence | inhibition, % at 5.6 µM | actives 0.89% (n = 290,000) | AID 1527;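 active means inhibition above the mean of all tested compounds plus 3 SD, cutoff set per screening run, cut at about 7.5% in these data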;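 further: red hydrolysis product quenches plate fluorescence so inhibitors raise well fluorescence; 0% = enzyme with DMSO and 100% = DMSO without enzyme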
GPR7 antag: human neuropeptides B/W receptor 1 antagonism; P48145; GPR7-expressing cells, fluorescence antagonist assay; inhibition, % at 4.4 µM; actives 1.1% (n = 290,000); AID 1861; in the data active means inhibition above about 16%, passing the limit was not always enough;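 further: cells stimulated with the agonist NPW; 0% = agonist with vehicle and 100% = vehicle without agonist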
Target sequence (P48145 whole entry, looked up): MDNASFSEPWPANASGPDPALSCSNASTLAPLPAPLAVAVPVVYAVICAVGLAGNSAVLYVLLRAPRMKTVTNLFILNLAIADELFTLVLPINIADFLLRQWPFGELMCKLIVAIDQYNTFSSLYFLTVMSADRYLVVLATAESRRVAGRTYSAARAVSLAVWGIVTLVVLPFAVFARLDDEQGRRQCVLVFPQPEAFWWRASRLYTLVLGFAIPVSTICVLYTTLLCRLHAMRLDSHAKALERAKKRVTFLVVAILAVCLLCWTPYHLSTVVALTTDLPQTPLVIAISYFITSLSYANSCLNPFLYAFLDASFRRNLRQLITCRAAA
DNA FID counter: displaces DNA intercalator in HCV helicase counter-screen | DNA fluorescent intercalator displacement, fluorescence | inhibition, % at 7.9 µM | actives 0.17% (n = 290,000) | AID 1845; in the data active means inhibition above about 37%;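 further: 0% = vehicle and 100% = reference compound; higher means more ethidium bromide displaced from hairpin DNA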
HCV NS3 hel inh: HCV NS3 helicase inhibition | NS3 helicase DNA unwinding, Cy5 molecular beacon fluorescence | inhibition, % at 10.9 µM | actives 0.56% (n = 290,000);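 active means inhibition above the mean of all tested compounds plus 3 SD, set per campaign, cut at about 35% in these data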;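 further: 0% = DMSO wells and 100% = thioflavine S control wells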
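assay system = NS3 helicase fragment of HCV | buffer or medium = MOPS pH 6.5, MgCl2, DTT, Tween20, BSA | timing = 60 min unwinding reaction at 25 °C after ATP addition | signal = Cy5 beacon fluorescence read at start and 1 h | read-out basis = % inhibition of unwinding | control set = low DMSO, high thioflavine S at 110 µM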
Starred values were filed as active, the others as inactive; . = not tested or not shown. Random draw from the library; overall some 4.3% were active at least once.

SMILES	OXTR ag	GalR3 antagonist	V1aR counter	PHOSPHO1 inh	IMP-1 inhibitor	VIM-2 inhibitor	GPR7 antag	DNA FID counter	HCV NS3 hel inh
Cn1ccnc1SCC(=O)Nc1cc(F)ccc1F	0.2	1.0	0.0	23.8	-2.2	-1.4	-11.2	-3.7	5.0
Cc1cccc(NC(=O)CN2C(=O)COc3ccc(Cl)cc32)c1	4.5	-4.1	2.6	-8.4	.	.	.	.	.
COc1ccc(/C(O)=C2/C(=O)C(=O)N(c3ccccn3)C2c2ccc(OC)cc2)cc1 (stereo unspecified)	.	-8.9	.	31.6	-3.2	-2.4	-7.9	-35.8	5.0
COCCNC(=S)N(CCO)Cc1cc2cc3c(cc2[nH]c1=O)OCO3	0.7	-4.5	0.2	15.6	-3.8	-2.1	-2.8	-11.3	1.2
COc1c(Cl)cc(-c2noc(C)c2C(=O)NCCc2ccc(C)cc2)cc1Cl	-0.8	-2.3	1.2	-4.4	-4.9	-1.3	-4.7	-10.8	16.9
CCOc1ccc2c(c1)c1nnc(SCC3CCCO3)nc1n2C (stereo unspecified)	-2.4	0.4	-1.0	-5.5	-2.0	-1.4	-4.3	-19.8	0.8
Cc1ccccc1NS(=O)(=O)c1cc2c(cc1C)NC(=O)CO2	0.5	.	1.5	-10.8	-2.8	-1.9	7.7	-8.3	0.6
S=C(c1ccc(-c2ccccc2)cc1)N1CCOCC1	-0.7	-11.0	0.0	29.0	-2.5	-0.1	16.2	-15.7	4.9
Cn1cccc1Cc1nnc(SCC(=O)NCc2ccccc2Cl)n1-c1ccc(F)cc1	-0.3	3.8	-0.5	-4.5	-0.2	-2.9	8.7	-35.8	26.6
C/C(CCc1ccccc1)=N\NC(=O)c1ccc(CN2CCOCC2)cc1	0.8	-8.5	1.3	11.9	-0.6	-2.2	-1.0	-6.1	4.1
Cc1cc(C)cc(N(CC(=O)NCc2ccco2)C(=O)c2snc(C(N)=O)c2N)c1	0.3	-4.0	0.8	-2.3	-2.2	-0.3	2.3	-30.3	14.7
COc1cc(C(=O)N2CCC(NC(=O)C(Cc3ccc(C(C)C)cc3)NC(C)=O)CC2)cc(OC)c1OC (stereo unspecified)	-0.1	-3.7	0.3	-10.9	0.7	-1.0	-3.3	-28.2	1.5
Cc1ccc(S(=O)(=O)CC(=O)c2ccc(C)c([N+](=O)[O-])c2)cc1	-0.3	-2.7	0.8	-21.9	-2.3	0.7	-6.5	1.5	-1.9
COc1ccc(C2Nc3ccccc3C(=O)N2NS(=O)(=O)c2ccccc2)c(OC)c1 (stereo unspecified)	5.5	-4.7	1.0	40.0	0.0	-0.8	-8.0	-27.4	5.0
CC(=O)c1cccc(NS(=O)(=O)c2ccc(C(=O)Nc3ccccc3)cc2)c1	16.7	55.6*	14.7	18.5	-0.1	-1.3	21.5*	-23.7	41.6*

Filtered by structure, the compounds so far with an aryl thioether with sulfur outside any ring
SMILES	OXTR ag	GalR3 antagonist	V1aR counter	PHOSPHO1 inh	IMP-1 inhibitor	VIM-2 inhibitor	GPR7 antag	DNA FID counter	HCV NS3 hel inh
Cn1ccnc1SCC(=O)Nc1cc(F)ccc1F	0.2	1.0	0.0	23.8	-2.2	-1.4	-11.2	-3.7	5.0
CCOc1ccc2c(c1)c1nnc(SCC3CCCO3)nc1n2C (stereo unspecified)	-2.4	0.4	-1.0	-5.5	-2.0	-1.4	-4.3	-19.8	0.8
Cn1cccc1Cc1nnc(SCC(=O)NCc2ccccc2Cl)n1-c1ccc(F)cc1	-0.3	3.8	-0.5	-4.5	-0.2	-2.9	8.7	-35.8	26.6

Later entries:
SMILES	OXTR ag	GalR3 antagonist	V1aR counter	PHOSPHO1 inh	IMP-1 inhibitor	VIM-2 inhibitor	GPR7 antag	DNA FID counter	HCV NS3 hel inh
COc1ccc(S(=O)(=O)NCc2ccco2)cc1C(=O)N1CCCCC1	0.7	-5.2	0.2	40.5	-1.9	-1.8	0.1	-7.3	5.7
COc1ccccc1CNC(=O)C1CCC(=O)N(CCCN2CCCC2=O)C1 (stereo unspecified)	-0.4	4.0	-0.5	44.5	2.2	-1.4	-12.8	-10.8	4.1
N#CC(c1ccc(Cl)cc1)c1cccc(Cl)n1 (stereo unspecified)	-1.7	2.2	0.3	57.1	0.1	2.4	12.9	5.4	1.1
CC(=O)NC12CC3CC(C1)CC(C(=O)OCC(=O)Nc1ncc(Cl)cc1Cl)(C3)C2	0.0	-3.2	1.4	.	0.1	0.6	-2.9	-28.7	-3.9
Cc1nn(CC(=O)Nc2ccc(N(C)C)cc2)c(C)c1[N+](=O)[O-]	1.2	-10.1	0.5	-8.6	-1.3	-0.7	-1.0	8.6	2.8
Cc1cc(C)c2cc(CN(Cc3cccnc3)C(=O)c3ccc(F)cc3)c(Cl)nc2c1	0.3	-4.1	1.8	31.5	-2.4	-1.6	-0.2	-36.9	-10.7
CCOCCCNC(=S)N1CCCN(c2nc3cc(C)ccc3cc2C#N)CC1	-2.9	-7.7	-1.1	-9.8	1.2	3.3	10.8	17.6	-17.7
COc1cc(OC)cc(C(=O)Nc2ccc(CN3CCCCC3)cc2)c1	1.8	-4.6	-0.4	21.3	-1.5	-2.1	7.4	7.0	25.6
O=C(O)c1c(Cl)c(Cl)c(Cl)c(Cl)c1C(=O)N1CCCC1	-0.5	-3.7	-0.8	-38.4	-0.2	-3.4	-1.4	-2.4	-2.4
CCC(=O)c1ccccc1OCCCN1CCC(Cc2ccccc2)CC1	17.6	-4.8	13.8	.	-2.8	-1.1	12.3	23.9	-60.4
C#Cc1cccc(C(=O)NC2CCCN(C3Cc4ccccc4C3)C2)c1 (stereo unspecified)	2.1	-8.2	1.9	19.9	-0.4	0.8	-12.6	7.4	-5.0
COc1ccc(C2=NOC(C(=O)NCc3ccc(F)cc3)C2)cc1 (stereo unspecified)	0.1	1.4	1.3	28.3	-2.3	-1.6	18.5	-4.4	-3.4
COc1ccc(NC(=O)Nc2ccc(Br)c(C)c2)cc1	1.5	-4.0	1.3	38.9	-2.7	-2.7	-15.5	-0.4	-0.6
O=[N+]([O-])c1ccc(NCCNc2ccc(Cl)nn2)cc1	0.8	-4.8	-0.2	17.5	-4.1	-1.5	13.9	1.2	-7.3
CC(=O)Nc1ccc(C2Nc3ccccc3C(=O)N2C2CCCCC2)cc1 (stereo unspecified)	0.1	-5.0	-0.6	-3.5	-0.7	-3.3	-7.7	-4.3	3.6
O=C(c1ccco1)n1c(=S)nc2ccccn21	1.0	-6.9	-0.4	36.8	-3.6	-0.6	-9.5	-7.6	2.3
C[N+](C)(C)c1ccc(/C=N/Nc2nc(Cl)c(C#N)c(Cl)c2Cl)cc1	1.0	-3.4	1.2	-0.8	0.9	10.4*	-1.0	13.0	6.6
Cc1ccc(C(=O)CN2C(=O)c3ccccc3S2(=O)=O)cc1	0.3	3.6	1.3	-3.6	-2.0	-2.3	-17.3	-4.5	-4.2
O=C(NC1CCSc2ccccc21)c1ccc([N+](=O)[O-])cc1 (stereo unspecified)	-0.7	1.8	1.4	-13.7	-1.2	-1.8	13.9	-0.2	3.2
COc1ccccc1NC(=O)Nc1cccc(NC(C)=O)c1	-0.2	-1.2	-0.1	27.7	-3.1	-2.5	-10.0	-6.7	3.6
O=C(O)C(c1ccccc1)N1C(=O)/C(=C/c2cccs2)SC1=S (stereo unspecified)	0.6	-1.4	1.7	25.4	1.3	6.6	-14.3	-19.9	4.5
COc1ccc(Br)c(C(=O)NCC2CCCCC2)c1	-0.7	-11.3	-0.2	28.0	-3.9	-1.2	1.3	-13.6	0.5
Cn1c(=O)n(C)c2cc(NC(=O)c3ccccc3[N+](=O)[O-])c(Br)cc21	-0.1	2.1	0.7	32.8	-1.1	-2.7	-9.1	1.3	11.5
COCC(C)NCc1cccc2ccccc12 (stereo unspecified)	0.3	-6.4	0.0	-4.6	1.2	-5.3	-5.9	8.7	-1.6
N#Cc1ccccc1NC(=O)COc1c(Br)cc(Br)c2cccnc12	0.3	-4.9	-0.2	-9.0	-2.7	-4.0	-5.2	-4.0	6.7
CCN(Cc1ccncc1)C(=O)CC1C(=O)NCCN1Cc1ccc(F)c(F)c1 (stereo unspecified)	-0.6	-4.4	0.1	15.2	-3.7	-2.3	-17.2	-9.8	0.4
Cc1ccc2c(c1)nnn2C1CCN(S(=O)(=O)c2ccc(C(=O)N(C)C3CCCCC3)cc2)CC1	0.6	-2.7	1.7	20.3	-3.7	-2.7	-9.2	-2.4	-4.7
COc1ccc(-c2c(C(C)=O)c(C)nc3sc4c(c23)NC(c2ccccc2)NC4=O)cc1 (stereo unspecified)	-0.2	-0.8	0.5	40.8	-3.5	0.6	2.8	-7.4	-0.4
COc1cc(S(=O)(=O)Nc2ccc(C)cc2)ccc1N=Cc1c(C)[nH]n(-c2ccccc2)c1=O	-2.4	-0.3	2.2	-9.3	-3.6	-2.4	-0.9	-2.9	-9.2
CCCCCCC(=O)Nc1nc(C)c(-c2csc(Nc3ccccc3OC)n2)s1	-2.1	-4.9	-0.9	79.2*	-1.4	0.3	6.6	1.8	6.5
CCOc1ccc(CN(C)C(=O)CNC(=O)C2CCCCC2)cc1OC	0.4	-8.6	-0.2	22.5	-0.4	0.4	-10.0	-21.9	-1.9
CCC1Oc2ccccc2N(CC(=O)NCCN2CCCC2)C1=O (stereo unspecified)	1.0	-8.0	1.0	38.2	-3.5	-1.3	-9.9	0.2	-1.6
O=C(Oc1oc(-c2ccco2)nc1C=Nc1ccccc1)c1ccco1	0.1	.	-0.1	13.2	-2.3	-2.8	-0.4	1.3	-6.0
CCCCOc1ccc(C2=NNC(=O)CC2)cc1	-0.8	11.8	-0.3	-23.9	-4.5	-3.0	1.1	-4.9	-6.3
Cn1c(=O)c2c(nc(Cc3ccc(N)cc3)n2C)n(C)c1=O	0.3	5.4	0.2	-15.4	-1.8	0.4	-3.7	-0.4	3.0
CCOc1ccc(NC(=O)c2ccc(CC)s2)c([N+](=O)[O-])c1	1.4	5.3	0.1	51.4	-2.5	-2.8	-7.0	1.0	6.8
CCC(C(=O)c1ccccc1)P(=O)(NN)c1ccccc1 (stereo unspecified)	-1.9	-4.8	-0.6	19.7	-2.3	-0.5	-5.8	-42.3	-2.9
O=C(Nc1cccc(-c2cccc(F)c2)c1)C1CCN(Cc2ccco2)CC1	.	-7.8	.	31.3	-0.7	-0.8	2.5	19.2	-36.5
Cc1ccc(NC(=S)N2CCN(c3ncccn3)CC2)cc1C	0.2	-2.4	0.3	-28.9	-0.8	-1.7	1.2	-5.5	3.1
O=C(CN1C(=O)NC2(CCCC2)C1=O)Nc1ccccc1C(F)(F)F	0.2	-8.8	-0.5	23.3	-3.7	-3.1	0.8	-2.9	1.0
CCc1ccc[n+](-c2[nH]c(=O)sc2/C=N/N=C(\N)[O-])c1	-0.9	-1.0	-1.2	12.9	-4.5	-4.8	-14.7	-5.4	21.1
Cc1cccc(NC(=O)Nc2ccc(S(N)(=O)=O)cc2)c1	1.0	-6.6	-1.0	-7.0	-2.8	-0.3	4.1	2.6	1.4
